# Compound activity: PubChem BioAssay, several laboratories
# ABHD5-PLIN5 inh: blocks binding of human ABHD5 to perilipin-5; Q00G26+Q8WTS1; Split G. princeps luciferase complementation, luminescence, 4 h; inhibition, % at 4 µM; 360,000 compounds, 0.78% hits;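 active = inhibition above the mean inhibition across every tested compound plus 3 SD, cut at about 22% in these data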;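 also: 0% = DMSO only wells and the 100% control is not disclosed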
# Cardio protect: modulators protecting cardiomyocytes from myocardial damage; protection from H2O2 cell death, % at 20 µM; H9c2 cardiomyocytes, H2O2 injury protection, ATPLite, 2 h; 360,000 compounds, 0.63% hits; AID 588492;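 active = compounds giving at least 50% protection of heart cells from peroxide-induced death in the single-dose screen, raw or plate-pattern-corrected value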;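 also: 0% = DMSO wells with peroxide and 100% = DMSO wells without peroxide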
# HTR2A ag: mouse HTR2A agonism via beta-arrestin recruitment; P35363; CHO-K1 mHTR2A beta-arrestin complementation, luminescence; percent of 30 µM serotonin response; activation, % at 7.6 µM; 360,000 compounds, 0.66% hits; AID 624169;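 active = activation above a run cutoff, the mean activation of all tested compounds plus 3 SD, cut at about 14% in these data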;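 also: 0% = plate median of compound wells and 100% = 30 µM serotonin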
# MC4R barr agon: activates human MC4R beta-arrestin recruitment; AID 540308; U2OS MC4R beta-arrestin complementation, luminescence; percent of melanotan II response, DMSO zero; activation, % at 8.9 µM; 360,000 compounds, 0.98% hits; P32245;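 active = activation above a per-plate cutoff, the mean activation of sample wells on that plate plus 3 SD, cut at about 8% in these data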
# Target sequence (P32245 whole entry, looked up): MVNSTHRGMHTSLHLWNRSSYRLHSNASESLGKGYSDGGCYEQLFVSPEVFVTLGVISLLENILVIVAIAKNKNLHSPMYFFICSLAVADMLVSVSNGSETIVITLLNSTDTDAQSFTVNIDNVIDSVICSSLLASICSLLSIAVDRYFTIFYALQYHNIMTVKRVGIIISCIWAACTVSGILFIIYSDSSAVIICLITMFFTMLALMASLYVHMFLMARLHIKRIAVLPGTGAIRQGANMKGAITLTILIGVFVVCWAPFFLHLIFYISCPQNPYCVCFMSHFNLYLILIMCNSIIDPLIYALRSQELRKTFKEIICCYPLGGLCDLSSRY
# MC4R antagonist: human MC4R antagonism in cAMP assay. P32245. MC4R-expressing cells, MTII-stimulated cAMP, LANCE TR-FRET. inhibition, % at 6.5 µM. 360,000 compounds, 0.48% hits;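 active = inhibition above its plate's cutoff, the mean of tested wells on that plate plus 3 SD, cut at about 29% in these data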;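 also: 0% = Melanotan II alone and 100% = Melanotan II plus saturating MCL0020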
#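 Assay system: U2OS cells stably expressing human melanocortin 4 receptor (MC4R) / Dosing: 6.5 µM / Timing: compound 30 min, challenge 1 h, detection 1 h / Measured by: Eu-cAMP/anti-cAMP TR-FRET, emission 671 nm / Replicates: singlicate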
# PDI inh: inhibitors of human protein disulfide isomerase; P07237; PDI insulin aggregation turbidity, A650, 90 min; inhibition, % at 10 µM; 350,000 compounds, 0.052% hits;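 active = mean inhibition across replicates of 30% or more, whatever share of single replicates reach that level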;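 also: absorbance from insulin aggregation driven by PDI reduction with DTT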
# Target sequence (P07237 whole entry, looked up): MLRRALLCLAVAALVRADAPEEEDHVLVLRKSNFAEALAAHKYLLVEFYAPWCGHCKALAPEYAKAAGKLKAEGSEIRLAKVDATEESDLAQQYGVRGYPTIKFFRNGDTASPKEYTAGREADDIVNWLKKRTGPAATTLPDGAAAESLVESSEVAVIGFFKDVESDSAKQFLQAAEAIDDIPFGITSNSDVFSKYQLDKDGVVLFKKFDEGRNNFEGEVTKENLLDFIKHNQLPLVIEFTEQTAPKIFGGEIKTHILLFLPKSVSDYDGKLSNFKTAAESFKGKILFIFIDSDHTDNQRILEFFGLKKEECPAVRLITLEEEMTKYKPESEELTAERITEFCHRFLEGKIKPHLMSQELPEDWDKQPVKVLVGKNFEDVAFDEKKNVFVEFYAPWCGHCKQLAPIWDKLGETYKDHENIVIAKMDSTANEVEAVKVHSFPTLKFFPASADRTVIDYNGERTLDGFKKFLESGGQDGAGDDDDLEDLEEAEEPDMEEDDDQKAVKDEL
# ABCB6 inh MLPCN: human ABCB6 transporter inhibition; AID 602162; 360,000 compounds, 0.19% hits; K562-ABCB6 porphyrin accumulation, flow cytometry, 1 h; hits give low values; fluorescence ratio to DMSO, % at 10 µM;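 active = fluorescence ratio to DMSO below 75%, the collection mean minus 3 SD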;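 also: signal is porphyrin accumulated inside mitochondria; 100% equals median channel fluorescence of DMSO control wells; lower ratio means ABCB6 inhibition with less porphyrin fluorescence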
# Glyco luc inh: blocks N-linked glycosylation in D54 reporter cells. D54 ERlucT glycosylation luciferase reporter, 24 h; percent of 100 nM tunicamycin response. AID 588692. 360,000 compounds, 0.23% hits. reporter increase, % at 12.5 µM;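 active = mean luciferase reporter signal, scaled so untreated is 0 and the glycosylation-blocking control 100, at or above a set limit in every replicate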;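 also: luciferase carries N-glycosylation sites so blocking glycosylation raises the light; 0% = median of neutral control wells and 100% = median of 100 nM tunicamycin wells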
# Exocytosis inh: lytic granule exocytosis inhibition | TALL-104 LAMP-1 surface exposure, flow cytometry; cells stimulated with thapsigargin and PMA | inhibition, % at 10 µM | 360,000 compounds, 0.66% hits | AID 651702;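 active = inhibition above about 55%, limit read from the data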
# CaV13 FRET inh: Primary screen for inhibitors of IQ motif and Ca2+-dependent inactivation inhibitor domain binding in CACNA1D, Förster resonance energy transfer in living cells, …; HEK cells, CFP/YFP FRET ICDI-IQ, plate reader, 10 min; percent FRET-ratio fall versus neutral wells; inhibition, % at 12.3 µM; 340,000 compounds, 0.098% hits;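 active = mean replicate inhibition of at least 30% and at least 1% of replicates passing that level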;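 also: 0% = median of the neutral control wells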
# Numbers without * were called inactive; · = no result given.
SMILES,ABHD5-PLIN5 inh,Cardio protect,HTR2A ag,MC4R barr agon,MC4R antagonist,PDI inh,ABCB6 inh MLPCN,Glyco luc inh,Exocytosis inh,CaV13 FRET inh
CC(=O)c1cccc(OCCN2C(=O)NC(C)(C)C2=O)c1,-8,2,-6,0.3,15,-4,108,3,2,-4
CCc1ccccc1NC(=O)CCCN1C(=O)C2CC=CCC2C1=O (centres undefined),3,0,-1,-1.3,6,-6,97,2,-3,-6
CC(C)(C)NS(=O)(=O)c1ccc(NC(=S)NC(=O)C2CCC2)cc1,2,-9,3,-4.1,8,2,98,-4,9,-6
COc1ccc(CC(=O)OCC(=O)NCCNC(=O)COC(=O)Cc2ccc(OC)cc2)cc1,6,-6,3,-2.9,6,8,95,1,2,-16
Nc1ccn(Cc2ccc(F)cc2)n1,3,4,3,-3.0,1,0,94,1,5,-3
CC(=O)c1c(C)[nH]c(C(=O)CSc2nc3ccc(C)cc3[nH]2)c1C,2,13,-1,-0.9,-1,5,106,-3,2,·
CCOc1ccc(OCCNC(=O)c2cc(C3CC3)nc3c2cnn3C(C)C)cc1,-11,1,-2,-1.9,3,4,97,1,5,-6
O=C(COC(=O)CNC(=O)c1ccc(Br)o1)Nc1ccc2c(c1)OCCO2,-4,3,-3,-2.4,4,-5,101,2,2,·
CSc1ccccc1C(=O)NCCCn1ccnc1,-2,1,6,-0.2,13,5,100,-1,-2,-4
O=C(CCCn1c(=O)[nH]c2ccc(Br)cc2c1=O)NCc1ccc(Cl)cc1,-1,6,-2,0.8,9,-8,90,2,-4,-4
CCOc1ccc(/C=C(\C#N)C(=O)NC2CC2)c(OCC)c1,3,9,-2,-0.1,-13,12,100,2,1,-6
C[C@H](NC(=O)c1ccccc1Cl)C(=O)OCCOc1cccc(Cl)c1,4,6,1,-1.7,19,0,99,1,-4,-4
COc1ccccc1NC(=O)/C(=C\c1cccnc1)NC(=O)c1ccccc1,5,1,4,0.9,14,1,97,0,-14,-7
COc1ccc(-c2nnn(CC(=O)c3ccc4c(c3)OCCO4)n2)cc1OC,1,2,6,-1.3,-1,-5,98,-1,3,-4
CC(C)C(NC(=O)c1cccs1)C(=O)NC1CCCCC1 (centres undefined),-1,-1,-2,-0.5,0,-5,91,2,0,-5
Cc1ccc(CN2CCN(Cc3cnc(C)s3)CC2CCO)o1 (centres undefined),-1,1,2,-2.0,0,0,100,0,8,-7
O=C(O)c1ccc(N=NNc2cccc([N+](=O)[O-])c2)cc1,4,10,-4,-0.4,2,-6,100,-4,2,15
S=c1[nH]nc(-c2cnccn2)n1-c1ccccc1,0,-9,-1,-2.5,14,-1,103,3,0,·
Cc1ccc(NC(=O)c2ccc(S(=O)(=O)N3CCCC3)cc2)cc1,13,0,3,1.5,-8,-8,89,-2,-1,-2
O=C(Nc1cc(-c2nn(CC(=O)N3CCCCC3)c(=O)c3ccccc23)ccc1N1CCOCC1)c1ccc(Cl)cc1,4,9,-1,-0.7,6,3,106,-2,4,-6
S=c1[nH]nc(C2CCCCC2)n1/N=C/c1ccccc1Cl,-4,-6,5,-0.2,-2,-10,90,0,-9,-4
CCC(OC(=O)c1nsc(Cl)c1Cl)C(=O)NCc1cccs1 (centres undefined),-4,1,27*,-0.5,1,-3,96,2,-1,-3
CCOc1ncccc1C(=O)Nc1ccc(S(=O)(=O)Nc2nc(C)cc(C)n2)cc1,-5,-5,5,-1.4,-12,1,99,-1,11,-16
NC(=O)c1ccc[n+](CC(=O)c2ccc(NC(=O)c3ccccc3)cc2)c1,-3,2,-3,-0.6,22,-2,95,0,-4,-3
COCCCNC(=O)c1ccc([N+](=O)[O-])cc1,-1,0,-4,-0.6,23,4,111,1,-7,7
CC(C)(C)n1ncc2c(=O)n(Cc3c(Cl)cccc3Br)cnc21,0,-4,-2,2.9,0,-9,93,-3,24,-4
COc1ccc(-c2nc(C)c(C(C)=O)n2O)cc1OC,1,9,3,-0.9,-2,-8,108,2,-1,-6
COc1ccc(NC(=O)CN2CCN(CC(=O)Nc3ccc(OC)cc3)CC2)cc1,1,6,0,-1.0,16,1,91,1,-5,24
O=S(=O)(c1ccc2nc(-c3ccccc3)[nH]c2c1)N1CCN(c2ccc(Cl)cc2)CC1,-11,31,8,11*,6,10,94,-4,2,-5
COc1ccc2nccnc2c1[N+](=O)[O-],3,2,8,0.5,-1,-3,91,1,4,4
CCOC(=O)[C@]12CCCC=C1N(Cc1ccco1)C(=O)[C@H](CC(=O)N1CCC(c3ccccc3)CC1)C2,-3,·,1,·,·,·,100,·,-11,-3
COc1ccc2[nH]cc(CCNC(=O)c3ccc([N+](=O)[O-])cc3)c2c1,2,5,-4,3.6,-5,8,97,-1,6,0
Cc1ccccc1Nc1ncnc2c1cnn2-c1ccccc1,-1,-4,-4,0.0,6,9,94,-3,1,-8
CCOc1ccc(NC(=O)CC2C(=O)N(c3ccccc3)C(=O)N2CCOC)cc1 (centres undefined),8,7,-3,0.7,11,·,98,0,0,-7
Cc1cc(NC(=O)Nc2cccs2)no1,-1,1,4,1.4,8,-3,108,-1,1,-5
COc1ccc(S(=O)(=O)N2CCCOC2CNC(=O)C(=O)NCc2ccncc2)cc1 (centres undefined),-2,2,3,-3.1,2,1,97,2,1,-2
CCOC(=O)c1sc(NC(=O)Cc2c(F)cccc2Cl)nc1C,-5,-11,2,0.5,4,0,99,0,2,-6
Cc1sc2nc(CSc3ccccc3)nc(NCCN(C)C)c2c1C,9,-1,-3,-1.8,-2,3,99,2,2,-5
COc1cc(OC)cc(C(=O)NCCc2cnc[nH]2)c1,1,2,-3,0.1,7,5,95,1,6,-20
O=C(NCC(c1ccco1)N1CCc2ccccc2C1)c1ccc(Br)cc1 (centres undefined),-7,-6,-10,1.5,4,-2,98,0,-11,-6
CCc1cc(=O)oc2c(CN3CCCC3)c(O)c(Cl)cc12,1,5,5,-0.7,4,26,94,-1,2,-5
Cc1ccc(-n2c(Cc3noc4ccccc34)n[nH]c2=S)cc1,-1,2,4,-1.5,0,9,96,1,4,10
COc1ccc(S(=O)(=O)Nc2c(C)n(C)n(-c3ccccc3)c2=O)cc1C(=O)O,8,2,6,-2.1,1,-1,100,1,0,-19
COc1cc(NCCC(=O)c2cccs2)c(OC)cc1Cl,1,-2,1,-0.7,4,5,95,1,-3,-9
CCCNc1nc2ccccc2n2c(C)nnc12,-5,6,2,-0.9,-5,-5,98,40*,-3,-7
S=c1[nH]ncn1/N=C/c1cccs1,-4,-3,3,-2.0,19,2,101,0,6,0
CCN(CC)C(=O)CSC(Nc1cccc(F)c1)=C(C#N)C#N,-12,4,5,-2.8,3,12,113,0,-13,-5
COc1ccc(/C=C/C(=O)Nc2ccc(-n3nncc3-c3ccc(OC)c(OC)c3)cc2)cc1OC,11,22,8,0.4,4,-11,99,-1,2,-15
CCN(CC)C(=O)c1ccccc1NC(=O)c1ccccc1SC,0,2,4,0.3,3,-8,99,2,-3,4
Cc1ccc(CSCC(=O)N(C)CC(=O)Nc2ccccc2Cl)cc1,-9,-4,10,-1.2,3,-2,95,-4,-9,-6

# Later entries:
SMILES,ABHD5-PLIN5 inh,Cardio protect,HTR2A ag,MC4R barr agon,MC4R antagonist,PDI inh,ABCB6 inh MLPCN,Glyco luc inh,Exocytosis inh,CaV13 FRET inh
COc1ccc(NC(=O)C2(C)CCN2Cc2ccccc2Cl)cc1OC (centres undefined),8,-8,10,0.8,-3,5,99,-2,3,-4
O=C(NCc1ccc2c(c1)OCO2)c1cc2c(s1)CSC2,-12,7,-2,0.0,-4,·,102,1,12,-3
COc1cccc(C(=O)Nc2ccc3[nH]ncc3c2)c1,4,-18,2,-1.0,1,-7,95,-6,1,-6
CCOC(=O)C(=O)/C(=C\N(C)C)c1onc(-c2c(F)cccc2Cl)c1C(=O)OC,-2,8,-1,-1.0,12,16,94,1,1,-7
CSc1c[n+]2c(n1C)CCC2,-5,2,1,-0.7,10,2,109,5,-2,·
COC(=O)c1sc(C(C)(C)C)cc1CS(=O)(=O)c1ccccn1,20,-1,5,6.7,2,-8,88,-2,-6,-6
O=C(OCC(=O)N1CCC(c2ccccc2)=N1)c1ccc([N+](=O)[O-])s1,3,-11,4,0.9,1,-5,94,4,0,-6
CC(C)(C)NC(=O)c1cccc(NC(=O)c2ccco2)c1,-2,-5,7,-1.5,-4,7,102,1,-11,-1
CCN1C(=O)C(C)S/C1=N\S(=O)(=O)c1ccc(F)cc1 (centres undefined),-1,1,5,1.7,4,7,98,2,-2,-5
Cc1ccc(S(=O)(=O)N2CCOCC2)cc1C(=O)NCCCN1CCCC1=O,-11,-2,-3,-0.1,7,-1,101,3,-4,-6

# Compounds above that have a cyano group, in the order listed:
SMILES,ABHD5-PLIN5 inh,Cardio protect,HTR2A ag,MC4R barr agon,MC4R antagonist,PDI inh,ABCB6 inh MLPCN,Glyco luc inh,Exocytosis inh,CaV13 FRET inh
CCOc1ccc(/C=C(\C#N)C(=O)NC2CC2)c(OCC)c1,3,9,-2,-0.1,-13,12,100,2,1,-6
CCN(CC)C(=O)CSC(Nc1cccc(F)c1)=C(C#N)C#N,-12,4,5,-2.8,3,12,113,0,-13,-5

# Entries listed above marked active in Glyco luc inh.
Compound	ABHD5-PLIN5 inh	HTR2A ag	MC4R barr agon	MC4R antagonist	PDI inh	ABCB6 inh MLPCN	Glyco luc inh	Exocytosis inh	CaV13 FRET inh
CCCNc1nc2ccccc2n2c(C)nnc12	-5	2	-0.9	-5	-5	98	40*	-3	-7

# Next section
SMILES,ABHD5-PLIN5 inh,Cardio protect,HTR2A ag,MC4R barr agon,MC4R antagonist,PDI inh,ABCB6 inh MLPCN,Glyco luc inh,Exocytosis inh,CaV13 FRET inh
COC(=O)c1ccc(NC(C)=O)o1,-3,2,-4,-1.9,0,-2,96,3,-1,-4
Cn1nccc1C(=O)NC1CCCc2c1cnn2-c1cc(F)cc(F)c1 (centres undefined),5,-16,12,0.8,4,14,95,-1,-2,-2
CCc1nc2ccc(C(=O)N3CCCCC3)cn2c1N(C)CCCc1ccccc1,6,3,-2,-1.9,2,5,101,0,25,-4
COc1ccc(Nc2ncnc3c2cnn3Cc2ccccc2)cc1OC,0,-8,-1,-0.3,4,-3,94,-3,2,·
COc1ccc(NC(=O)C(C)N2C(=O)C3CC=C(Cl)CC3C2=O)cc1 (centres undefined),0,-4,-1,-0.7,13,-1,92,0,-3,-2
COc1ccc(C2=CC(c3ccc(OC)c(OC)c3)n3nnnc3N2)c(OC)c1 (centres undefined),4,33,6,2.4,-4,2,157,·,-2,-14
CCCCN(C)CCN1C(=O)C2C(C(=O)Nc3ccc(OC)cc3)C3C=CC2(O3)C1C(=O)NC1CCCCC1 (centres undefined),5,1,-13,0.0,1,5,97,0,7,-7
Nc1nnc(SCC(=O)OCC(=O)Nc2ccc(Br)cc2F)s1,2,-2,-1,-1.2,18,0,101,1,2,-4
Cc1ccccc1OCCn1c(=S)[nH]c2ccccc21,-2,-5,-3,7.6,16,-4,93,1,-6,-1
COc1ccc(CCC(=O)Nc2cc3c4c(c2)CC(=O)N4CCC3)cc1,1,23,-3,-1.1,7,-1,94,-1,0,-1
CNCCCOc1ccc(Cl)cc1C(C)(C)C,10,12,-4,-0.6,-1,-2,102,-2,-3,5
